# EPAC1 antagonist – EPAC1 (human) antagonism; actives 0.14% (n = 360,000); Potency, µM (top dose mostly 115 µM), inactives show at the top dose activity change, negative = inhibition, hits mostly inhibitors; EPAC1 GEF assay, Rap1b-BODIPY-GDP exchange fluorescence;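 also: potency is read from the fitted curve at half-maximal effect; plate controls were vehicle for no effect and positive control for full effect; nearly all actives have a fitted effect of over 50% in size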
# Target sequence (O95398 whole entry, looked up): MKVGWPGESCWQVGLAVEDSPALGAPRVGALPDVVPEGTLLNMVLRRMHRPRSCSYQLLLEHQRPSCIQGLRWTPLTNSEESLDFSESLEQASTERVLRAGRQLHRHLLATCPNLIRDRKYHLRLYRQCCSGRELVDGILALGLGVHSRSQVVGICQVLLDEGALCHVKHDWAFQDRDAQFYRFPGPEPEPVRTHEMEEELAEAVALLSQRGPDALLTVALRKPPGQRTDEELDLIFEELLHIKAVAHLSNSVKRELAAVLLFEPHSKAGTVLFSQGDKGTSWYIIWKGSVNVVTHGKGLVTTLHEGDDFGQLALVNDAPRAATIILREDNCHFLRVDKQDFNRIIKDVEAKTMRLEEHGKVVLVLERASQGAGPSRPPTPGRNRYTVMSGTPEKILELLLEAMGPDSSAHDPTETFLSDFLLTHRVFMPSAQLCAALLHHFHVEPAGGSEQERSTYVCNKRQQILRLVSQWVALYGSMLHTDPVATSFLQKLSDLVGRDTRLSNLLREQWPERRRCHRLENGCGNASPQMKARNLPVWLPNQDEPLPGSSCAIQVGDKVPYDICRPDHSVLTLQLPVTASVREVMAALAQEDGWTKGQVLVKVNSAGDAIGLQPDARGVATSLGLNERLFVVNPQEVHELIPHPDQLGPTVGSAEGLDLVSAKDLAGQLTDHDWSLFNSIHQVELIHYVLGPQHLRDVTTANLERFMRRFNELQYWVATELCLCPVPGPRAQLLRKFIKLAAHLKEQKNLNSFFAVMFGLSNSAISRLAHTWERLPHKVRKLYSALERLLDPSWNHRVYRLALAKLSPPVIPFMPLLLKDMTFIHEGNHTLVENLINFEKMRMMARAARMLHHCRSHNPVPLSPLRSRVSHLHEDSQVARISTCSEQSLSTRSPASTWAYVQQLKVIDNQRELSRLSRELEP
# PI5P4K alpha inh – PI5P4K alpha (human) kinase inhibition | PI5P4Kalpha enzyme, ADP-Glo luminescence, 60 min; stronger effect = lower value | max response, % | actives 1.2% (n = 330,000) | AID 652105; active = max response of -50% or lower; inconclusive = between -30% and -50%; inactive = -30% or higher; also: value at the top dose of about 77 µM; % is scaled to controls: 0 for no effect and ±100 for the full control effect
#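 Single end-point luminescence (ADP-Glo) quantified ADP from PI5P4Kalpha turnover; ATP 5 microM final, 1 h at RT, 0.1% CHAPS and 0.28 mM EGTA in HEPES pH 7.4.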
# EPAC1 ag – agonists of human EPAC1 | O95398 | EPAC1 agonist qHTS, biochemical assay; response scale: 100% = response to 6.5 mM cAMP | Potency, µM (highest dose often 154 µM), for the others: top-dose activation, hits mostly activators | actives 0.073% (n = 360,000); also: potency is read from the fitted curve at half-maximal effect; nearly all actives have a fitted effect of over 60% in size
#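 Nucleotide exchange by EPAC1 (100 nM) on Rap1B–BODIPY-GDP (250 nM) in the presence of 50 uM GDP is tracked fluorescently at 480/540 nm over 30 min. Signals are normalized to a 6.5 mM cAMP control.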
# EPAC2 antag – antagonists of human EPAC2. actives 0.18% (n = 360,000). AID 720708. Potency, µM (series often up to 114 µM), without a hit: at the top dose activity, negative = inhibition, hits mostly inhibitors. Q8WZA2. EPAC2 GEF exchange of Rap1B-BODIPY-GDP, fluorescence; also: potency is read from the fitted curve at half-maximal effect; % is scaled to controls: 0 for no effect and ±100 for the full control effect; nearly all actives have a fitted effect of over 45% in size; many of its hits are not listed in these tables
# MmCpn inh – blocks the Methanococcus maripaludis chaperonin Mm-Cpn | actives 0.031% (n = 330,000) | purified Mm-Cpn ATPase, ADP Transcreener TR-FRET | Potency, µM (top dose mostly 76.9 µM), without a hit: at the highest dose activity, negative = inhibition, most hits filed as inhibitors; also: potency is read from the fitted curve at half-maximal effect; % is scaled to controls: 0 for no effect and ±100 for the full control effect; nearly all actives have a fitted effect of over 80% in size
#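 Reaction buffer contained 30 mM Tris pH 7.4, 100 mM KCl, 5 mM MgCl2 and 1 mM DTT. Mm-CPN (25 nM final) hydrolysed 10 uM ATP over 30 min at 37°C; ADP was read by HTRF.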
# WRN helicase inh – inhibitors of human WRN helicase | Q14191 | WRN helicase unwinding, fluorescent forked duplex, kinetic | Potency, µM (series often up to 114 µM), without a hit: at the top dose activity change, negative = inhibition, most hits filed as inhibitors | AID 651768 | actives 0.46% (n = 360,000); also: potency is read from the fitted curve at half-maximal effect; % is scaled to controls: 0 for no effect and ±100 for the full control effect; nearly all actives have a fitted effect of over 55% in size
#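 Screening of the MLSMR collection measured strand separation of a quenched forked DNA duplex (100 nM) by 20 nM WRN with 2 mM ATP, all final. Compounds were preincubated with enzyme 15 min at room temperature.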
# PLK1 PBD block – inhibitors of human PLK1 polo-box domain binding; actives 2.8% (n = 360,000); Potency, µM, inactives show max response, negative = inhibition, most hits filed as inhibitors; Plk1 PBD binding of FITC phosphopeptide, fluorescence polarization; AID 720504; P53350; also: potency is read from the fitted curve at half-maximal effect; series mostly up to about 57 µM; % is scaled to controls: 0 for no effect and ±100 for the full control effect; nearly all actives have a fitted effect of over 65% in size
# CCT chaperon mod – changes cytosolic chaperonin activity. purified chaperonin ATPase assay, HTRF ADP detection, 30 min. activity change, % (concentration not given with the values), hits read low. actives 0.3% (n = 360,000). AID 651819; in the data active = activity change below about -30%; also: % is scaled to controls: 0 for no effect and ±100 for the full control effect
#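 TRiC at 40 or 20 nM final (batch-dependent) in 30 mM Tris pH 7.4, 100 mM KCl, 5 mM MgCl2, 1 mM DTT, with compound at single 76 uM and 10 uM ATP, 30 min at 37 deg C. ADP detected by HTRF Transcreener, 665/615 ratio.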
# Starred values were filed as active, the others as inactive; ? = inconclusive; . = not tested or not shown; [ ] = dose if it differs, or a comment. Unless noted, calls follow the shape of the dose curve; as a rule, active = well fitted curve in the direction sought with a large enough effect; inconclusive = small, poorly fitted or top-dose-only effect, or another doubt; inactive = no such curve, though single readings can be large; an effect the other way counts as inactive or inconclusive. These rows are one share of the data, so the mix of outcomes need not match the whole.
SMILES,EPAC1 antagonist,PI5P4K alpha inh,EPAC1 ag,EPAC2 antag,MmCpn inh,WRN helicase inh,PLK1 PBD block,CCT chaperon mod
CC(C)(C)n1ncc2c(=O)n(CC(=O)NC3CCCCC3)cnc21,0%,9,7%,4%,2%,1%,-7%,-0.7
O=C(O)c1cccc(-c2csc(C(O)c3cccc(Cl)c3)n2)c1 (stereo not given),-7%,-1,13%,-27%,.,-9%,-8%,1.3
O=C1Nc2ccccc2C1Cc1ccccn1 (stereo not given),-7%,-5,1%,14%,0%,3%,-5%,-6.2
Cc1oc2c(CN3CCCC3)c(O)ccc2c(=O)c1Oc1ccccc1Br,8%,.,-3%,5%,-4%,-3%,-3%,1.1
CCN(CC)c1ccc(NC(=O)CN2C(=O)NC3(CCc4ccccc43)C2=O)cc1 (stereo not given),-27%,-2,6%,-16%,-9%,-6%,0%,-4.4
CC(C)c1ccc(/C=N/n2c(COc3ccccc3)n[nH]c2=S)cc1,-7%,-2,24%,-24%,1%,2%,24µM*,-1.7
COc1cc(NC(=O)/C=C/c2ccccc2[N+](=O)[O-])cc(OC)c1,-1%,15,-9%,0%,-2%,-25%,2%,-4.5
FC(F)(F)c1cc(-c2ccco2)nc(NCc2cccnc2)n1,-23%,-5,-12%,-11%,0%,-31%,-15%,0.0
COc1ccc(CCNC(=O)C/C(C)=N/NC(=O)C(c2ccccc2)c2ccccc2)cc1OC,-6%,4,13%,-21%,1%,-1%,-11%,-1.6
CC(CCc1ccccc1)NC(=O)CC(C)c1ccccc1 (stereo not given),-2%,15,-8%,3%,-2%,5%,1%,-0.4
O=C(C1CC1)N1CCc2cc(Br)cc(S(=O)(=O)NCCN3CCOCC3)c21,-1%,3,-1%,3%,-2%,-5%,-10%,-3.7
CCn1c(SCC(=O)Nc2ccc(F)cc2)nnc1-c1cnccn1,11%,-2,4%,-6%,-1%,-9%[57.1 µM],-20%,-2.5
CCC(c1nnc(SCC(=O)Nc2cc(S(C)(=O)=O)ccc2Cl)n1Cc1ccccc1)N(C)C (stereo not given),3%,10,0%,15%,-7%,-19%,0%,1.2
CCC(=O)Nc1ccc(C(=O)NNC(=O)COc2cc(C)ccc2C)cc1,0%,-5,4%,-2%,2%,-26%[57.1 µM],-4%,-1.2
Cc1nc(Cl)c(C(=O)NC(=O)NCc2ccccc2)c(C)c1Cl,-18%,1,-4%,13%,2%,4%,0%,0.5
Cc1cc(OCCOCCN(C)C)ccc1Cl,-13%,9,-9%,12%,1%,4%,-2%,-3.4
Cc1ccc(-n2c(C)cc(C(=O)COC(=O)c3ccc[nH]c3=O)c2C)cc1,-11%,-2,-8%,14%,1%,-3%,-5%,-3.1
O=C(CCC(=O)OCc1cccc(C(=O)Oc2ccccc2)c1)Nc1cccc2ccccc12,3%,.,9%,3%,-1%,-3%,-2%,-2.4
CN(C)c1ccc(C=Cc2ccnc3ccccc23)cc1N,-9%,-2,4%,-6%,.,-10%,-12%,-0.7
Cc1occc1C(=O)NCCCc1ccccc1,3%,-12,-13%,-14%,0%,-15%,-25%,2.6

# PLK1 PBD block, what is marked active above.
SMILES	EPAC1 antagonist	PI5P4K alpha inh	EPAC2 antag	MmCpn inh	WRN helicase inh	PLK1 PBD block	CCT chaperon mod
CC(C)c1ccc(/C=N/n2c(COc3ccccc3)n[nH]c2=S)cc1	-7%	-2	-24%	1%	2%	24µM*	-1.7

# Later entries
SMILES,EPAC1 antagonist,PI5P4K alpha inh,EPAC1 ag,EPAC2 antag,MmCpn inh,WRN helicase inh,PLK1 PBD block,CCT chaperon mod
N#CC1(C#N)CC(C=O)=C(N)C1(C#N)CC(=O)C12CC3CC(CC(C3)C1)C2 (stereo not given),0%,-21,8%,-1%,-1%,-8%,?,-3.9
O=C(Nc1nccs1)c1cc(-c2ccccn2)nc2c(Cl)cccc12,-21%,-22,-15%,-12%,-2%,4%,-1%,-3.5
CCCCC(OC(=O)CN1C(=O)COc2ccccc21)C(=O)NC1CCCCC1 (stereo not given),-15%,3,3%,-8%,0%,2%,-8%,0.2
COc1ccc(/C=C/C(=O)Nc2ccc(-n3nncc3-c3ccc(OC)c(OC)c3)cc2)cc1OC,-21%,-3,14%,2%,?,-24%[57.1 µM],-8%,2.6
O=C(CSc1nnc(-c2ccccc2)o1)N1CCc2ccccc2C1,-2%,5,6%,-7%,-4%,-8%,-8%,0.7
CC1(C)CC(=O)C=C(c2cccc(Br)c2)C1,-5%,4,2%,-23%,-4%,-7%,27µM*,-0.5
COc1ccc(CN(C)CCCn2cnc(C(=O)Nc3ccc(C)c(C)c3)n2)cc1OC,-13%,11,8%,17%,.,-3%,0%,-2.9
CNC(=O)c1nn(-c2ccc(C)cc2)ccc1=O,8%,11,7%,10%,0%,0%,-2%,-0.5
C=CCC1=C/C(=C\c2c(N)n3nc(CC(=O)N4CCOCC4)sc3nc2=O)C=C(OC)C1=O,8%,-61*,-3%,1%,-13%,?,67%[activator],-0.5
CN(C)c1ccc(CNc2ncnc3sccc23)cc1,-16%,-3,20%,2%,-2%,0%,-16%,-0.6

# Ordered by value in PLK1 PBD block (falling): 3 from the list above.
mol | PLK1 PBD block
O=C(CCC(=O)OCc1cccc(C(=O)Oc2ccccc2)c1)Nc1cccc2ccccc12 | -2%
O=C(CSc1nnc(-c2ccccc2)o1)N1CCc2ccccc2C1 | -8%
Cc1occc1C(=O)NCCCc1ccccc1 | -25%

# Further results follow.
SMILES,EPAC1 antagonist,PI5P4K alpha inh,EPAC1 ag,EPAC2 antag,MmCpn inh,WRN helicase inh,PLK1 PBD block,CCT chaperon mod
CCOc1ccc(N2CC(C(=O)OC)CC2=O)cc1 (stereo not given),15%,5,9%,14%,-1%,0%,-4%,0.6
Cc1cc(C)nc(-n2ncc3c2CC(c2cccc(Cl)c2)CC3=O)n1 (stereo not given),-16%,-3,3%,-12%,1%,0%,-3%,-5.3
O=C(CN1C2CCC1CC(NC(=O)Nc1ccccc1)C2)NCc1ccco1 (stereo not given),-6%,-3,-6%,-4%,0%,-12%,-12%,-0.2
CC1(C)Cc2cccc(C(=O)Nc3ccncc3)c2O1,-18%,0,-1%,-2%,-5%,-13%,-2%,2.1
COc1ccc(OC)c(C2C(C(N)=O)=C(C)Nc3nc(CCCO)nn32)c1 (stereo not given),1%,-9,-1%,-3%,-3%,-6%,1%,-3.1
CN(C)/C=C/C(=O)c1ccn(S(=O)(=O)c2ccccc2)c1,-17%,-16,5%,-8%,-7%,-10%,2%,1.4
O=C(CNCc1ccc(F)cc1)Nc1ccccc1-c1ccccc1,-9%,12,-1%,-25%,0%,-9%,-7%,0.9
CCCCNc1nc2c(S(=O)(=O)c3ccccc3)nnn2c2ccccc12,-7%,-3,-5%,7%,1%,4%,0%,0.3
COc1ccccc1C(=O)Nc1ccc2c(C)cc(=O)oc2c1,-7%,-4,-1%,24%,-2%,-4%,3%,-0.4
CC(C)n1c(-c2ccco2)csc1=Nc1cccnc1,0%,-6,3%,?,-1%,-3%,-9%,-0.8
COc1ccc2[nH]c(=S)[nH]c2c1,19%,6,7%,24%,0%,-8%,-11%,-1.8
COc1ccc(NC(=O)CNS(=O)(=O)c2ccc(Cl)cc2)cc1OC,-1%,-6,6%,4%,0%,-18%,-8%,-3.2
CC(C)CCC(=O)N1CCC(N2CCC(C(=O)NCc3ccccn3)CC2)CC1,3%,1,2%,-3%,2%,-4%,1%,-0.9
COc1ccccc1Cc1nnc(NC(=O)C2CCN(C(=O)c3ccco3)CC2)s1,-29%,-26,-1%,0%,-1%,?,27µM*,-0.5
Cc1ccc(C(NC(=O)C2CCN(CCCOc3ccccc3)CC2)c2ccccn2)cc1 (stereo not given),-18%,-1,-2%,-9%,.,-2%,7%,0.4
N#CCC(=N)N1CCN(c2ccccc2)CC1,16%,2,2%,14%,-1%,-6%[57.1 µM],-8%,1.7
COc1ccc(C(=O)NCCC2=CCCCC2)cc1[N+](=O)[O-],-14%,-6,-2%,2%,4%,2%,-9%,2.2
Cc1occc1C(=O)Nc1cnn(CCCC(=O)O)c1,6%,-3,-10%,8%,0%,6%,0%,1.5
Cc1ccc(CNC(=O)Cc2cn(C)c3ccccc23)cc1,-4%,-2,-5%,13%,1%,10%,-4%,-2.1
CC12CCC(C(=O)NCCCN3CCOCC3)(OC1=O)C2(C)C (stereo not given),6%,.,-1%,15%,-1%,-11%,-1%,0.6
N#CC1(NC(=O)COC(=O)c2nccnc2N)CCCCC1,14%,4,12%,-1%,-6%,-3%,-6%,0.0
Cc1cc2c(c(=O)o1)C(C13C=CC(CC1)C3)C(C#N)=C(N)O2 (stereo not given),4%,-24,-5%,9%,1%,-23%[57.1 µM],-5%,-1.9
CCC(CC)C(=O)N(C)c1c(C)nc2c(OCCOc3ccc(F)cc3)cccn12,-2%,-9,-8%,-6%,.,-7%,-2%,-1.1
C=CCNc1cc(N2CCCC2)ccc1[N+](=O)[O-],14%,0,-10%,12%,3%,3%,-2%,1.2
O=S(=O)(c1ccc(F)cc1)c1nc(-c2ccccc2F)oc1N1CCCCC1,-2%,.,9%,8%,-2%,-7%,-10%,1.5
CCN(c1ccc(OC)cc1)S(=O)(=O)c1nnc(NC(=O)C(C)C)s1,-5%,0,7%,0%,-1%,5%,-4%,-1.2
CCC(=O)Nc1cccc(NC(=O)CSc2nnc(-c3ccc(NS(C)(=O)=O)cc3)n2CC)c1,2%,-1,7%,-5%,-1%,-15%,3%,-1.4
CCCCC1=CC2=C(c3ccco3)C(=O)C(C)(OC(=O)c3ccc(OC)cc3)C(=O)C2=CN1c1ccccc1 (stereo not given),9%,?,0%,-12%,-1%,9%,-15%,-1.4
O=c1c2ccccc2c(-c2n[nH]c(=S)o2)nn1Cc1ccccc1,?,-86*,-6%,2%,?,-3%,?,-2.3
O=C(Nc1ccc2c(c1)OCO2)c1cncc(Br)c1,-11%,.,1%,-11%,1%,-9%,-2%,0.8
CCc1nn(CC(=O)NCCCN2CCN(C)CC2)c(=O)c2cc3sccc3n12,-25%,0,7%,-3%,-1%,-2%,-14%,-0.1
CCOC1=C2[C@H](c3ccc(CC)cc3)N(S(=O)(=O)c3ccc(C)cc3)C[C@H]2C(C#N)(C#N)C(C#N)(C#N)C1,-18%,?,-6%,-1%,.,-6%,17µM*,-0.3
O=C(CCc1nc(-c2ccccc2)no1)NCc1ccco1,-8%,?,15%,0%,1%,-28%,-15%,-1.8
CCCCn1c(=O)n(C)c(=O)c2c(C(F)(F)F)cc(-c3ccncc3)nc21,3%,0,2%,-2%,-3%,0%,-8%,-16
O=C(N/N=C/c1ccc(Cl)s1)c1ccccc1[N+](=O)[O-],-3%,0,-4%,-1%,-2%,-4%,-6%,0.2

# Bioassay records from PubChem BioAssay.
